Screening data as filed in PubChem BioAssay.
DENV2 CPE – inhibitors of DENV2 cytopathic effect, primary screen, cell-based, plate reader, single concentration | AID 651640, 2012 | 350,000 tested, 1.7% active | CPE inhibition, % at 9.99 µM | DENV2-infected cells, cytopathic effect rescue; in the data active = CPE inhibition above about 20%, passing the limit was not always enough; inconclusive = no clear call, values can overlap the other calls; tested in BHK-21 cells;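 also: 0% = median of neutral control wells and 100% = median of positive control wells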
ERAP1 HTS inh – human ERAP1 aminopeptidase inhibitors, primary screen, biochemical, single point, plate reader | recombinant ERAP1, Leu-AMC fluorescence, 60 min | inhibition, % at 10.7 µM | AID 652197, 2013 | 340,000 tested, 0.15% active;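 active = mean replicate inhibition of at least 30%, or all replicates individually reaching that 30% level; inactive = mean below 30% and not every replicate reaching it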;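 also: 0% = neutral control wells and 100% = L-leucinethiol positive control wells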
Target sequence (Q9NZ08 whole entry, looked up): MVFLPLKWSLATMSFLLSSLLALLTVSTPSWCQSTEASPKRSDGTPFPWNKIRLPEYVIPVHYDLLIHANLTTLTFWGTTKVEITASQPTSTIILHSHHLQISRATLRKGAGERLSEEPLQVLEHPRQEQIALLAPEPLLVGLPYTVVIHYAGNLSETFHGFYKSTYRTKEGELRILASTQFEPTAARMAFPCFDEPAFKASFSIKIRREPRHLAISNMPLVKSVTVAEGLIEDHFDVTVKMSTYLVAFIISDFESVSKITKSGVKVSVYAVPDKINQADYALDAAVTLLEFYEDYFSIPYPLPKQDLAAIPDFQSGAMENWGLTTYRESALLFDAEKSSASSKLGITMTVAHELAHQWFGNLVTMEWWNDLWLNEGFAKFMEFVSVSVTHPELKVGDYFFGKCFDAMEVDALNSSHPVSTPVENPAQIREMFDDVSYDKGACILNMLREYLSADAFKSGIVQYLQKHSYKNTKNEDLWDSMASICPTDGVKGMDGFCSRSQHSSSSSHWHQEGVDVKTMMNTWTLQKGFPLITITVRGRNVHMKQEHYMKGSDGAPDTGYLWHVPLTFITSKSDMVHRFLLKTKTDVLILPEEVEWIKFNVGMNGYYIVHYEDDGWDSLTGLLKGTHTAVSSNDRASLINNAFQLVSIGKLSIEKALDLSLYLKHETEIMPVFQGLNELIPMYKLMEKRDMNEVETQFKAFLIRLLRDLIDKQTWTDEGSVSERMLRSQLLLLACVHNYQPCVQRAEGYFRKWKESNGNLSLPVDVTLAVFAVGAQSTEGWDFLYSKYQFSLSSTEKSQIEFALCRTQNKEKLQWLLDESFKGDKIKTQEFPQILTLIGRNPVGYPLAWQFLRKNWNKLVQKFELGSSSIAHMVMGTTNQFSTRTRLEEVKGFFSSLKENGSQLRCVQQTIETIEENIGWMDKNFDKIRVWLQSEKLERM
miR122 inh – miR-122 Renilla sensor signal increase in Huh7, primary screen, miR-122 inhibitor project, cell-based, single point, plate reader | 340,000 tested, 0.3% active | Huh7 miR-122 Renilla luciferase sensor, 48 h; neutral wells = 0, positive control = 100 | AID 602342, 2012 | activation (reporter increase), % at 12.5 µM;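 active = mean replicate activation score at least 90 and every replicate individually at or above 90; inconclusive = only one of the two criteria met; inactive = neither criterion met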;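 also: higher luciferase means less miR-122 activity so hits act as miR-122 inhibitors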
ERp5 inh – inhibitors of ERp5-driven insulin aggregation, primary screen, biochemical, turbidity, absorbance 650 nm, single point; 350,000 tested, 0.05% active; Protein disulfide-isomerase A6 (Homo sapiens), Q15084; 90 min; inhibition, % at 9.99 µM;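 active = mean replicate inhibition above about 25%, with every replicate also reaching it, limit read from the data, passing the limit was not always enough; inconclusive = only one of those two criteria met; inactive = neither criterion met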
Casp6 inh – human caspase-6 inhibitors, primary screen, biochemical, VEID-R110 fluorescence, single point, set 2 | P55212 | inhibition, % at 12.5 µM | purified caspase-6, Z-VEID-R110 cleavage fluorescence | 350,000 tested, 0.53% active;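 active = mean inhibition across replicates at least about 35%, with every replicate also reaching that limit, limit read from the data; inconclusive = only one of the two criteria met; inactive = neither criterion met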;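 also: 0% = median of neutral control wells and 100% = no fluorescence left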
SIRT5 inh – SIRT5 desuccinylase inhibitors, primary screen, biochemical, fluorescence imaging, single point, set 5; NAD-dependent protein deacylase sirtuin-5, mitochondrial (Homo sapiens), Q9NXA8; Purified SirT5, succinyl-peptide AMC, trypsin-coupled fluorescence; inhibition, % at 15 µM; 330,000 tested, 1.1% active; in the data active = inhibition above about 15%; inconclusive = no clear call, values can overlap the other calls
F508del corr – F508del CFTR correction, initial screen, CFBE line, single point; AID 720511, 2013; 350,000 tested, 0.36% active; activity (quench increase), % at 7.58 µM; CFBE cells, YFP halide quenching; stimulated with forskolin plus potentiator P3; % fluorescence drop versus neutral controls;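 active = mean added fluorescence quench of at least 8% versus neutral control, with both replicates also reaching 8%; inconclusive = only one of the mean or replicate conditions met; inactive = mean below 8% and not both replicates reaching 8%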;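 also: cells transiently co-express mutant CFTR-F508del with the halide-sensitive YFP; corrector assay measuring rescue of mutant channel to the surface after 24 h compound exposure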
Starred values were filed as active, the others as inactive; ? = inconclusive; / = no result given; [ ] = dose if it differs, or a comment.

Field names – A = DENV2 CPE; B = ERAP1 HTS inh; C = miR122 inh; D = ERp5 inh; E = Casp6 inh; F = SIRT5 inh; G = F508del corr
1) COc1ccc(S(=O)(=O)N(C)C[C@@H]2Oc3ncc(C#Cc4ccc(C(F)(F)F)cc4)cc3C(=O)N([C@H](C)CO)C[C@@H]2C)cc1
  A: 3; B: 0; C: -11[16.7 µM]; D: -8; E: 0; F: 2; G: 7.3
2) CC(C)(C)c1ccc(S(=O)(=O)Nc2ccc3c(c2)COC3=O)cc1
  A: -5; B: 7; C: 37; D: 5; E: 3; F: 0; G: /
3) C[C@@H]1CCCCO[C@H](CN(C)C(=O)Nc2ccccc2)[C@@H](C)CN([C@H](C)CO)C(=O)c2cc(NS(=O)(=O)c3ccc(Cl)cc3)ccc2O1
  A: 17; B: /; C: 43[16.7 µM]; D: /; E: /; F: /; G: -2.1
4) CCN(CC)CCNC(=S)Nc1ccc2nc(N3CCCC3)cc(C)c2c1
  A: -5; B: -1; C: -6; D: -5; E: -53; F: -2; G: 1.2
5) CCOCCCNC(=O)C1CC(=O)N(CCc2ccccc2)C1 (stereo not given)
  A: 11; B: 0; C: -2; D: -3; E: 0; F: 2; G: /
6) CC(=O)NCCC1CCCCN1Cc1nc(Cc2cccc(C(F)(F)F)c2)no1 (stereo not given)
  A: 2; B: 0; C: /; D: -2; E: -23; F: 2; G: 0.0
7) CC1=C(C(=O)OCCOC(C)C)C(c2cccc3ccccc23)NC(=O)N1 (stereo not given)
  A: -2; B: 3; C: -23; D: /; E: -1; F: -6; G: 0.0
8) CC(C)N(CCCNC(=O)C1CCN(C(=O)c2cc3sccc3n2C)CC1)Cc1ccccc1
  A: -7; B: -7; C: -2; D: -3; E: -14; F: -3; G: -0.8
9) CCc1ccc(-c2nc(CN3CCCC(C(=O)O)C3)c(C)o2)cc1 (stereo not given)
  A: 0; B: -1; C: -8; D: 1; E: -1; F: -1; G: -0.1
10) C/C(=N/NC(=O)C1CCCN1C(=O)c1ccc([N+](=O)[O-])cc1)c1ccc(Br)cc1 (stereo not given)
  A: 14; B: 7; C: /; D: -8; E: 2; F: -5; G: 0.8

Full records, quoted from the list. Order of screens: DENV2 CPE	ERAP1 HTS inh	miR122 inh	ERp5 inh	Casp6 inh	SIRT5 inh	F508del corr
`CC(C)(C)c1ccc(S(=O)(=O)Nc2ccc3c(c2)COC3=O)cc1` is listed as -5	7	37	5	3	0	/
`CC(=O)NCCC1CCCCN1Cc1nc(Cc2cccc(C(F)(F)F)c2)no1` (stereo not given) is listed as 2	0	/	-2	-23	2	0.0

The main list resumes with the 4 entries that preceded the break.
Field names – A = DENV2 CPE; B = ERAP1 HTS inh; C = miR122 inh; D = ERp5 inh; E = Casp6 inh; F = SIRT5 inh; G = F508del corr
7) CC1=C(C(=O)OCCOC(C)C)C(c2cccc3ccccc23)NC(=O)N1 (stereo not given)
  A: -2; B: 3; C: -23; D: /; E: -1; F: -6; G: 0.0
8) CC(C)N(CCCNC(=O)C1CCN(C(=O)c2cc3sccc3n2C)CC1)Cc1ccccc1
  A: -7; B: -7; C: -2; D: -3; E: -14; F: -3; G: -0.8
9) CCc1ccc(-c2nc(CN3CCCC(C(=O)O)C3)c(C)o2)cc1 (stereo not given)
  A: 0; B: -1; C: -8; D: 1; E: -1; F: -1; G: -0.1
10) C/C(=N/NC(=O)C1CCCN1C(=O)c1ccc([N+](=O)[O-])cc1)c1ccc(Br)cc1 (stereo not given)
  A: 14; B: 7; C: /; D: -8; E: 2; F: -5; G: 0.8
11) Cn1cnc(S(=O)(=O)N[C@@H]2C=C[C@@H](CC(=O)NCC3CCCCC3)O[C@@H]2CO)c1
  A: -5; B: 0; C: /; D: -3; E: 0; F: 3; G: -1.9
12) COc1ccc(S(=O)(=O)N(C)C[C@@H]2OCCCC[C@H](C)Oc3ccc(NS(=O)(=O)c4ccccc4)cc3C(=O)N([C@H](C)CO)C[C@H]2C)cc1
  A: 8; B: 0; C: -1[16.7 µM]; D: 4; E: -3; F: 8; G: 3.0
13) COc1cccc(N2CC(C)Cn3c2nc2c3c(=O)n(CCN3CCOCC3)c(=O)n2C)c1 (stereo not given)
  A: /; B: -4; C: -1; D: -4; E: 0; F: -1; G: /
14) C[C@@H]1CN([C@@H](C)CO)C(=O)c2cccc(NS(=O)(=O)c3cccs3)c2O[C@H]1CN(C)C(=O)Nc1ccc2c(c1)OCO2
  A: -4; B: 2; C: -1[16.7 µM]; D: -3; E: 6; F: -9; G: -2.1
15) COCCN(C(=O)c1csnn1)C(C(=O)NC1CCCCC1)c1ccccc1 (stereo not given)
  A: -8; B: 3; C: -3; D: -3; E: 1; F: /; G: 0.5
16) O=C(c1cccc(Br)c1)N1CCN(S(=O)(=O)N2CCCCC2)CC1
  A: -3; B: 0; C: 0; D: 2; E: -2; F: -1; G: 4.7
17) COc1ccc(C2/C(=C(/O)c3ccc(C)cc3)C(=O)C(=O)N2c2ccccn2)cc1 (stereo not given)
  A: 8; B: -3; C: /; D: -4; E: 1; F: -2; G: -1.5
18) CC(C)OCCCNC(=O)C(NC(=O)c1ccc(Cl)cc1)C(C)C (stereo not given)
  A: -8; B: 7; C: /; D: 2; E: 0; F: -2; G: /
19) CS/C(Nc1cc(Cl)ccc1Cl)=C(/C#N)C(=O)c1ccco1
  A: -5; B: 1; C: 7; D: -1; E: 5; F: -1; G: 0.5
20) COc1ccc(NC(=O)Nc2ccc3c(c2)C(=O)N([C@H](C)CO)C[C@@H](C)[C@@H](CN(C)S(=O)(=O)c2ccc(C)cc2)O3)cc1
  A: -13; B: -1; C: 46[16.7 µM]; D: -15; E: -1; F: 10; G: 0.4

(listing goes on)
Field names – A = DENV2 CPE; B = ERAP1 HTS inh; C = miR122 inh; D = ERp5 inh; E = Casp6 inh; F = SIRT5 inh; G = F508del corr
21) CC(C)(C)CNC(=O)c1ccc2c(c1)S(=O)(=O)c1cc(Cl)ccc1C2=O
  A: 6; B: 0; C: -2; D: 3; E: 1; F: /; G: 3.0
22) C[C@@H]1CN([C@H](C)CO)C(=O)c2cc(NC(=O)c3ccncc3)ccc2O[C@H]1CN(C)S(=O)(=O)c1ccc(Cl)cc1
  A: 11; B: 2; C: 4[16.7 µM]; D: 3; E: 2; F: 3; G: 2.3
23) CC(C)NC(=O)Nc1ccc2c(c1)C(=O)N([C@@H](C)CO)C[C@@H](C)[C@@H](CN(C)C(=O)Cc1ccccc1)OCCCC[C@@H](C)O2
  A: -6; B: -5; C: -1[16.7 µM]; D: 1; E: -1; F: 1; G: 2.4
24) Cc1cc(Nc2ccccc2)nc(N2CCN(C(=O)c3ccc4c(c3)OCO4)CC2)n1
  A: ?; B: -4; C: 12; D: -2; E: 1; F: 0; G: -1.8
25) COc1ccc(C(NC(=O)C2CCN(CCOc3ccc(Cl)cc3)CC2)c2cccs2)cc1 (stereo not given)
  A: 20; B: -2; C: -4; D: 4; E: -4; F: /; G: 3.5
26) COc1ccc(NC(=O)Nc2ccc(F)cc2)c(C)c1
  A: 2; B: -4; C: /; D: 5; E: 1; F: 0; G: -2.2
27) CCCCn1nc(C(=O)Nc2nc3c(s2)CCCC3)c2ccccc2c1=O
  A: -1; B: 0; C: /; D: -1; E: -1; F: -4; G: /
28) Cc1ccc(CC(CC(=O)Nc2cccc(C(F)(F)F)c2)C(=O)O)cc1 (stereo not given)
  A: 7; B: 5; C: /; D: 1; E: /; F: 0; G: 0.9
29) O=C(COC(=O)C1CCN(C(=O)Nc2ccccc2)CC1)NCC(F)(F)F
  A: /; B: -3; C: -6; D: -3; E: 1; F: -1; G: 0.1
30) COC(=O)Cc1ccc(NC(=S)NCCSc2ccc(Cl)cc2)cc1
  A: 0; B: 10; C: /; D: 0; E: 1; F: 0; G: -1.7
31) O=C(NCC(F)(F)F)c1ccc(S(=O)(=O)Nc2ccccc2N2CCCC2)cc1
  A: -8; B: -4; C: /; D: 0; E: -5; F: 2; G: -0.8
32) CC1(C)CC(N=C2C([N+](=O)[O-])=CC=C3C2=NC2(CCCCC2)N3O)CC(C)(C)N1
  A: -5; B: 1; C: /; D: -3; E: 2; F: 1; G: /
